Bioassay records deposited in PubChem BioAssay by National Center for Advancing Translational Sciences (NCATS).
TRHR enhancer = allosteric enhancers of human TRH receptor. AID 493056. TRHR cells, fluo-8 calcium fluorescence, EC20 TRH enhancement. P34981. enhancement, % at 2 µM. 0.66% of 360,000 active; in the data active = enhancement above about 30%; also: 0% is about no effect
Target sequence (P34981 whole entry, looked up): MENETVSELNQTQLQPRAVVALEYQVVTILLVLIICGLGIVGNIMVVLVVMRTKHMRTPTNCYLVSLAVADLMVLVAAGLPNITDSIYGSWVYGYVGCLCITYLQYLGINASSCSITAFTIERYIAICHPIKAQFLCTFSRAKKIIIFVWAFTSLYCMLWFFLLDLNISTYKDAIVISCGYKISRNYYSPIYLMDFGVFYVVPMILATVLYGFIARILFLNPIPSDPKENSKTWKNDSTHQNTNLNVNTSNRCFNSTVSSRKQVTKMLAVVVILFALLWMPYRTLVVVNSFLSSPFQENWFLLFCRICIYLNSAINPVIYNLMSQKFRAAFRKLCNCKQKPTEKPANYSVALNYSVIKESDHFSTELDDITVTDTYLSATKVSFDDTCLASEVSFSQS
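TRHR-expressing cells loaded with fluo-8 calcium dye were read kinetically (ex 480/em 530) during compound addition, then stimulated with an EC20 of TRH (10 nM final). Enhancement of the Gq-mediated intracellular calcium response was scored.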
RXFP1 agonist = activates the human relaxin receptor RXFP1; AID 2676; Q9HBX9; Potency, µM (doses to about 57.5 µM), for the others: at the top dose activation, most hits filed as activators; HEK293T-RXFP1 cAMP TR-FRET, 30 min; response scale: percent of porcine relaxin response, buffer zero; 0.3% of 370,000 active; also: potency is read from the fitted curve at half-maximal effect; % is scaled to controls: 0 for no effect and ±100 for the full control effect; nearly all actives have a fitted effect of over 60% in size; many of its hits are not listed in these tables
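HEK293 cells stably expressing RXFP1, treated 30 min at 37C with compounds plus PDE4 inhibitor Ro 20174; cAMP measured by HTRF TR-FRET. Normalized to buffer and 29 nM porcine relaxin; EC50 by Hill fit.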
D2 PAM = D2 dopamine receptor (human) potentiation; potentiation, % at 10 µM; HEK293 T-REx D2, calcium flux, EC20 dopamine potentiation; P14416; AID 485347; 0.34% of 340,000 active;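 active = potentiation over 3 SD above the plate norm, cut at about 30% in these data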; also: 0% is about no effect
Target sequence (P14416 whole entry, looked up): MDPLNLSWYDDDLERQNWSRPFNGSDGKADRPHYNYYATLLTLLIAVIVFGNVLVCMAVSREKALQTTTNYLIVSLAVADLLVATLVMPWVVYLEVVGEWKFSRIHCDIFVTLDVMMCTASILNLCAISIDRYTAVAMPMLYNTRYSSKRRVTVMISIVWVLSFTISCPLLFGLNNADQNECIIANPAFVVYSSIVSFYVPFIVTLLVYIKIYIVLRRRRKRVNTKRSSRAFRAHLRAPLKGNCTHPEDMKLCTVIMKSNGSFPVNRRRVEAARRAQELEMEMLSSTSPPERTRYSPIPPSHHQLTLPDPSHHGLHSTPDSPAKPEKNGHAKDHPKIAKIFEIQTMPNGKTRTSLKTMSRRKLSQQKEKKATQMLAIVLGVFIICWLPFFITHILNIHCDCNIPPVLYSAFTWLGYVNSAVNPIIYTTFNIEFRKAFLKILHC
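Using a no-wash calcium dye in inducible, force-coupled HEK293 Trex cells expressing D2, we tracked fluorescence each second for 180 s after compound, then for 180 s after EC20 dopamine to detect augmented signalling.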
D1 potentiator = human D1 dopamine receptor positive modulation. P21728. HEK293 TREx D1 cells, calcium flux, dopamine EC20 potentiation. potentiation, % at 10 µM. 0.036% of 360,000 active. AID 504651; in the data active = potentiation above about 30%; also: 0% is about no effect
D1 antag = antagonists of human D1 dopamine receptor. 3.2% of 360,000 active. activity change, negative = inhibition, % at 10 µM. HEK293 TREx D1 cells, calcium flux, dopamine EC80; stronger effect = lower value. AID 504652. P21728; in the data active = activity change below about -30%; also: % is scaled to controls: 0 for no effect and ±100 for the full control effect
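Cells carrying a force-coupled, tetracycline-inducible human D1 receptor report calcium flux. Each well gets a 10 s baseline, compound with 180 s monitoring, then an EC80 dopamine stimulus with a second 180 s kinetic read.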
Anesthetic bind = candidate novel general anesthetic via apoferritin binding | 0.074% of 350,000 active | Potency, µM (titrated, usually from 77.5 µM), for the others: at the highest dose activity change, negative = displacement, most hits filed as inhibitors | P02791 | apoferritin/1-aminoanthracene competitive binding, fluorescence; also: potency is read from the fitted curve at half-maximal effect; % is scaled to controls: 0 for no effect and ±100 for the full control effect; nearly all actives have a fitted effect of over 20% in size
Target sequence (P02791 2-175 limits assumed): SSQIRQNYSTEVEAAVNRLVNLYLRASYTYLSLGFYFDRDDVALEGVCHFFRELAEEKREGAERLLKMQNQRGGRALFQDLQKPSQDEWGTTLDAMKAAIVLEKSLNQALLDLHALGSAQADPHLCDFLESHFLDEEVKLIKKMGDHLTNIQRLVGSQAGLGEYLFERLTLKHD
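Read-out: endpoint 1-AMA fluorescence, excitation 380 nm and emission 535 nm, after compounds sit 10 min at room temperature with 10 uM horse-spleen apoferritin in 50% saturated 1-AMA/PBS. Values come from four-parameter Hill fits.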
D1 ag = activates the human D1 dopamine receptor; 1% of 360,000 active; activation, % at 2 µM; P21728; HEK293 T-REx D1 cells, calcium flux, agonist mode; in the data active = activation above about 30%; also: 0% is about no effect
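Agonism was scored from calcium flux recorded over 180 s (1 read/s) after pintool compound addition, following a 10-cycle baseline. Cells were inducible force-coupled HEK293 TREx D1, plated overnight at 30 C and loaded with no-wash calcium dye.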
RXFP1 antagonist = antagonists of human relaxin receptor RXFP1. Q9HBX9. HEK293-RXFP1, relaxin-stimulated cAMP HTRF, 30 min; stronger effect = lower value. activity change, negative = inhibition, % at 57.5 µM. 0.59% of 350,000 active. AID 1259400;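 active = activity change of -60% or lower, but not beyond a set lower limit; inconclusive = change between -60% and -40%, or beyond the set limit; inactive = change above -40%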; also: % is scaled to controls: 0 for no effect and ±100 for the full control effect
TRHR ag = activates the human TRH receptor; activation, % at 2 µM; AID 493084; TRHR cells, calcium flux fluo-8, FDSS agonist mode; 0.18% of 360,000 active; P34981; in the data active = activation above about 30%; also: 0% is about no effect
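In this calcium-flux screen, cells bearing human TRHR are dye-loaded with fluo-8, baselined for 10 cycles, then exposed to library compounds; positive kinetic calcium responses during the agonist phase mark hits, with TRH as control.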
* = called active by the depositor; u = inconclusive; x = no result given; & = joins results of further samples; [ ] = remark or other dose. Unless noted, calls follow the shape of the dose curve; as a rule, active = well fitted curve in the direction sought with a large enough effect; inconclusive = small, poorly fitted or top-dose-only effect, or another doubt; inactive = no such curve, though single readings can be large; an effect the other way counts as inactive or inconclusive.

SMILES	RXFP1 agonist	D1 potentiator	Anesthetic bind	TRHR enhancer	D1 ag	D2 PAM	TRHR ag	D1 antag	RXFP1 antagonist
COc1cccc(-c2nc(CSCC(=O)NCC3CCCO3)c(C)o2)c1 (stereo not drawn)	0.3%	-2	-7%	2	4	5	-0.1	13	12
CCCCn1c(=NC(=O)c2c(-c3c(F)cccc3Cl)noc2C)c(C(=O)OCC)cc2c(=O)n3ccccc3nc21	-0.1%	1	-1%	-6	0	23	-0.5	13	x
COC(=O)c1ccccc1NC(=O)C12CCC(C)(C(=O)O1)C2(C)C (stereo not drawn)	-0.5%	5	8%	0	4	11	-0.6	7	-13
O=Nc1c(O)n(Cc2cccc(C(F)(F)F)c2)c2ccccc12	0.2%	23	u	5	69*	16	-0.3	52	u
CCN(CC)c1nn2c(=O)c(C(=O)NCCc3ccccc3C)cnc2s1	-0.3%	-4	58%[activator]	-11	3	10	-0.5	-6	-13
COc1cccc(C2c3c(-c4ccccc4O)n[nH]c3C(=O)N2Cc2cccnc2)c1 (stereo not drawn)	2.2%	-2	-18%	1	0	1	-1.6	5	-17
CCOc1ccc(NC(=O)CN(C)C(=O)CC2CC3CCC2C3)cc1OCC (stereo not drawn)	-0.5%	6	-18%	7	-1	2	-0.1	13	0
O=C(COC(=O)C1CCN(S(=O)(=O)c2ccc3c(c2)OCCO3)CC1)NC1CCS(=O)(=O)C1 (stereo not drawn)	-0.6%	4	x	5	2	-6	0.5	7	-4
CS(=O)(=O)Nc1ccc(C(=O)Nc2ccc3c(c2)OCCO3)cc1	0.0%	-1	-6%	9	2	-3	0.3	0	-4
COC1=CC(=Cc2c(N)n3nc(CC(=O)N4CCOCC4)sc3nc2=O)C=C(OC)C1=O	0.0%	2	6%	8	191*	x	-0.4	0	-17
S=c1[nH]nc(COc2ccccc2)n1/N=C/c1ccc(Cl)c(Cl)c1	-2.0%	4	0%	3	5	-13	-0.5	0	9
CCCCCC#CCC#CCC#CCC#CCCCC(=O)O	1.7%	-2	u	10	0	14	0.9	6	x
CCOC(=O)Cc1csc(SCC(=O)NC2CCC(C)CC2)n1 (stereo not drawn)	-1.8%	-2	x	8	1	6	0.3	3	-7
C=CCn1c(SCC(=O)Nc2cccc(C(=O)OC)c2)nnc1C(C)NC(=O)c1cccs1 (stereo not drawn)	-2.8%	0	-5%	3	0	3	-0.2	-3	16
COc1cc(/C=C/C(=O)OCC(=O)Nc2ccccc2Cl)cc(OC)c1OC	u	-1	-9%	5	1	x	0.0	-17	-1
Cc1cccc(NC(=O)c2cc(S(=O)(=O)N3CCC4(CC3)OCCO4)ccc2F)c1	-3.7%&1.1%	-6&-1	-14%&-12%	0&-4	0&-3	13&-11	-0.4&-0.5	-8&-5	21&3
Cc1cc(=O)oc2c(CN(C)Cc3ccccc3)c(O)ccc12	13%	-5	704%[activator]	6	-1	5	-1.0	-18	-5
CCN1C(=NCCN2CCOCC2)N[C@@H](c2ccccc2)C(C(=O)OC)=C1C	0.0%&-2.5%	-2&0	-10%&1%	-3&6	1&1	6	0.8&1.5	-5&-2	x
CCOCCCNC(=O)C(c1ccc(OC)cc1)N(Cc1ccc2c(c1)OCO2)C(=O)c1ccccn1 (stereo not drawn)	-2.8%	-1	-3%	-11	2	-4	0.7	-1	10
COc1ccc(C(=O)Nc2ccc(C(=O)NCC3CCCO3)cc2)c(OC)c1OC (stereo not drawn)	-1.6%	-2	-3%	9	1	-3	0.6	-4	11
O=C(c1ccc(F)cc1)N1CCC(N2CCOCC2)CC1	-0.3%	-5	-11%	-3	3	-10	0.2	12	21
COc1ccc(OC)c(NC(=O)N2CCN(S(=O)(=O)c3ccc4c(ccn4C)c3)CC2)c1	-1.1%	0	91%[activator]	-5	2	4	-0.1	11	x
O=C(CSc1n[nH]c(=O)n1-c1cccnc1)Nc1ccccc1	0.2%	4	-2%	-2	2	-6	0.5	6	-1
COc1cccc(CNC(=O)c2cc(S(=O)(=O)N3CCOCC3)ccc2N2CCCC2)c1	-3.5%	-4	x	-15	2	-8	-0.2	3	4
CC(C)(C)NC(=O)C(c1ccco1)N(C(=O)Cn1nnc(-c2ccc(F)cc2)n1)c1ccccc1F (stereo not drawn)	0.9%	-3	-1%	17	6	7	1.3	-5	-1
C/C(CC(=O)N(C(C)C)C(C)C)=N\NC(=O)COc1ccc(Cl)cc1Cl	0.3%	-8	-17%	12	8	-6	1.2	-15	3
Fc1ccccc1N1CCN(c2ncnc3nc[nH]c23)CC1	7.5%	-4	-9%	4	1	8	-0.5	9	13
CN(C)CCn1nnc2c(=O)oc3ccccc3c21	1.6%	16	-3%	11	3	0	0.5	-3	1
COc1ccc(C(=O)Nc2cc(=O)[nH]c3ncnn23)cc1	5.6%	-5	-3%	2	3	4	-0.5	-22	13
CCc1ccc(NC(=O)c2cc(Br)ccc2Br)cc1	-0.2%	-3	-11%	-4	5	7	-0.5	1	x
COC(=O)c1onc(C(=O)c2ccccc2)c1C(=O)OC	1.0%	-2	-14%	22	-1	0	-0.1	6	-1
O=C(C1CCN(S(=O)(=O)c2cccc3cccnc23)CC1)N1CCN(C2CCCCC2)CC1	0.3%	3	-6%	3	2	-1	-0.7	-3	x
COc1ccc(-n2c(=O)c3ccccc3n(CC(=O)NCCc3ccccc3)c2=O)c(OC)c1	-0.9%	0	-7%	-2	4	-10	-0.2	-4	-7
COc1ccc(NC(=O)c2c(NCc3cccc(OC)c3)sc3c2CCCC3)cc1	1.1%	-5	-9%	1	3	6	0.5	-11	-24
CCc1ccc(-c2nc(CS(=O)CC(=O)NCCCN3CCC(C)CC3)c(C)o2)cc1 (stereo not drawn)	0.2%	1	-18%	-5	1	-9	0.8	8	0
COc1ccccc1C(C)NCC(=O)NCC(=O)Nc1ccc(F)c(F)c1F (stereo not drawn)	0.7%	-8	-8%	-6	3	-11	-1.7	-23	10
CCOc1ccc(Nc2ncnc3ccc([N+](=O)[O-])cc23)cc1	4.6%	3	-17%	-4	0	-1	-0.7	1	-11
COc1cccc(NC(=O)Nc2ccncc2)c1	-1.1%	-3	-5%	-4	4	-2	1.4	-25	-4
CCOCCc1nn2c(=O)cc(COC(=O)c3ccccc3NC(=O)CC(C)C)nc2s1	1.3%	1	u	-2	-2	-3	-0.7	-7	0
CCN(CC)CCNC(=S)Nc1ccc2nc(N3CCN(C)CC3)cc(C)c2c1	-0.3%	-6	-10%	-5	3	-9	0.6	1	-11

Profiles, looked up by structure:
`Fc1ccccc1N1CCN(c2ncnc3nc[nH]c23)CC1` is listed with RXFP1 agonist = 7.5%; D1 potentiator = -4; Anesthetic bind = -9%; TRHR enhancer = 4; D1 ag = 1; D2 PAM = 8; TRHR ag = -0.5; D1 antag = 9; RXFP1 antagonist = 13
`COc1cccc(NC(=O)Nc2ccncc2)c1` is listed with RXFP1 agonist = -1.1%; D1 potentiator = -3; Anesthetic bind = -5%; TRHR enhancer = -4; D1 ag = 4; D2 PAM = -2; TRHR ag = 1.4; D1 antag = -25; RXFP1 antagonist = -4

(continued)
SMILES	RXFP1 agonist	D1 potentiator	Anesthetic bind	TRHR enhancer	D1 ag	D2 PAM	TRHR ag	D1 antag	RXFP1 antagonist
Cc1cc(/C=N/n2cnnc2)c(C)n1-c1ccc(C(=O)O)cc1	0.0%	-2	-6%	-5	3	6	0.4	4	-12
Cc1cccc(CNC(=O)CN2C(=O)CSc3c2c(C)nn3-c2ccccc2)c1	-0.7%	-4	-4%	5	1	3	-0.8	8	x
Cc1cc(C(=O)NCC(=O)OCC(=O)NCCc2ccccc2)ccc1[N+](=O)[O-]	1.5%	0	-17%	-1	0	14	-0.2	x	-21
CC(NC(=O)CCNC(=O)c1ccco1)c1ccc(F)cc1 (stereo not drawn)	-1.1%	-3	-11%	4	2	3	-0.1	5	-5
CCCn1c(=O)c2sccc2n2c(CCCC(=O)NCc3ccccc3)nnc12	22%	-2	-7%	-1	1	5	-0.2	1	-2
CCc1nnc(SCc2nc(-c3ccccc3F)oc2C)c2cc3sccc3n12	u	-4	-6%	3	4	-8	-0.7	3	15
Cc1ccc(N=C2C(=O)Nc3ccc(C)c(Br)c32)cc1	-2.8%	-1	-11%	3	-1	6	-0.7	-6	4
Cn1c(=O)cc(OCC(=O)NC2CCCCC2)c2ccccc21	6.5%	1	-15%	1	0	10	-0.4	3	-5
CS(=O)(=O)c1ccc(C(=O)N2CCc3ccccc3C2)cc1	2.5%	-2	-10%	-2	2	0	0.8	1	12
CCc1nc(C)c(C(=O)N2CCCC(C(=O)Nc3cccc(-c4cccc(C)c4)c3)C2)o1 (stereo not drawn)	-0.1%	1	5%	13	3	-24	1.5	-9	8
Cc1cccc(NC(=O)c2ccc3c(c2)CCN3S(C)(=O)=O)c1C	1.9%	-2	-1%	-12	1	1	-0.3	0	-3
COc1ccccc1/C=C1\SC(=S)N(CCC(=O)Nc2cc(C)on2)C1=O	-0.3%	-10	-12%	-2	2	x	0.4	-2	-7
O=C(NNC(=S)Nc1ccc(F)cc1)c1cccc([N+](=O)[O-])c1	0.7%	-1	-7%	-4	6	-12	0.0	-7	u
Cc1nn(C)c(C)c1S(=O)(=O)N1CCc2ccccc21	1.0%	0	-12%	-1	2	14	0.0	-5	-12
Cc1nn(Cc2ccccc2)c(C)c1C(=O)NCCCN1CCCC1=O	2.8%	-2	x	9	2	4	2.8	21	-3
O=C(O)c1ccccc1-c1ccccc1C(=O)Nc1ccc2c(c1)CCC2	-3.6%	-4	-2%	-7	3	-5	0.2	-1	4
Cc1ccc(Cn2nnc3c(=O)n(CC(=O)c4ccccc4)cnc32)cc1	0.2%	1	8%	-4	7	9	-0.1	-12	5
O=C(Nc1ccc(OCC(=O)N2CCOCC2)cc1)Nc1cccc(Cl)c1	-0.1%	-5	-9%	3	2	6	0.6	-15	-12
O=C1COCCOCCOCC(=O)NCCN1	3.3%	-3	-14%	10	2	12	-0.7	4	15

The list is partial. The share of hits here may be higher or lower than overall.
